High-throughput results from PubChem.
aSyn yeast inh = rescues yeast growth from alpha-synuclein toxicity. Yeast expressing alpha-synuclein, growth rescue, BacTiter-Glo, 24 h. 0.14% of 370,000 active. Potency, µM (top dose mostly 46.1 µM), inactives show top-dose growth rescue (activation), hits mostly activators. AID 652106; note: potency is the fitted concentration of half-maximal effect; % of control where 0% means no effect; nearly all actives have a fitted effect of over 65% in size
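Galactose-induced alpha-syn yeast (OD600=0.02, raffinose-pregrown) + pinned cpd, 24 hr, 30 deg C; growth by BacTiter-Glo luminescence. Growth restoration scores as activation.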
GLP1R cytotox = cytotoxicity counter-screen for GLP-1 receptor inverse agonists; HEK293 cAMP-luciferase reporter cells, luminescence, 24 h; Potency, µM (top dose mostly 38.3 µM), for inactives: at the top dose activity change, negative = inhibition, actives largely listed as inhibitors; 0.13% of 410,000 active;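 note: loss of luciferase light is scored as toxicity; potency is the fitted concentration of half-maximal effect; % is set by controls: 0 for no effect and ±100 for the full control effect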
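MLSMR compounds, 24 hr on cells at 37 deg C/5% CO2; luminescence after luciferase reagent (12 min RT). Inhibition counted as the undesired cytotoxic outcome.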
PTHR1 ag = activates the human parathyroid hormone receptor PTHR1; Potency, µM (highest dose often 115 µM), without a hit: at the highest dose activation, actives largely listed as activators; AID 743266; HEK293 GP2 PTHR1 cells, GloSensor cAMP luminescence, 1 h; 0.075% of 410,000 active; note: potency is the fitted concentration of half-maximal effect; nearly all actives have a fitted effect of over 55% in size; some results filed as inactive show a strong effect at the top dose; inactives centre near -15; many of its hits are not listed in these tables
Target sequence (Q03431 whole entry, looked up): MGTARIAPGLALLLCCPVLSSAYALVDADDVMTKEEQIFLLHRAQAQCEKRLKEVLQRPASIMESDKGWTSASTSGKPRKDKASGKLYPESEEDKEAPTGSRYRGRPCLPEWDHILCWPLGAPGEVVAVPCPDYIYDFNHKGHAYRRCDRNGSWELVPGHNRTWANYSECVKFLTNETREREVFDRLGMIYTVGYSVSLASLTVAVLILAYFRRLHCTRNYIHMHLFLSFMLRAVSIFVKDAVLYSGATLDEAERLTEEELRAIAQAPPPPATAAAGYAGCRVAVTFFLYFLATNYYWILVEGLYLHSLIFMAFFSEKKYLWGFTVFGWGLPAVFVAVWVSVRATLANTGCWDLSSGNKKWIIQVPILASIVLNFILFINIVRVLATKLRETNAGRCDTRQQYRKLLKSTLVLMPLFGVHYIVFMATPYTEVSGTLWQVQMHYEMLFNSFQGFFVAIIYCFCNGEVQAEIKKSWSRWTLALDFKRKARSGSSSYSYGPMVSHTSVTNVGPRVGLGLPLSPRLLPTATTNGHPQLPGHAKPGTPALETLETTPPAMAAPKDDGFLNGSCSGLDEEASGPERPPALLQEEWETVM
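HEK-293-derived GP2 cells expressing PTHR1 and a GloSensor cAMP reporter, 3,000/well, plated overnight, given luciferin plus IBMX (each 0.5 mM as added) for 1 h at 37 °C, then compound for 1 h at 37 °C. Luminescence was read after 15 min at room temperature.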
TDP-43 yeast inh = rescues yeast growth from TDP-43 toxicity; TDP-43 expressing yeast growth rescue, BacTiter-Glo, 24 h; Potency, µM (highest dose often 46.1 µM), for inactives: at the top dose growth rescue (activation), actives largely listed as activators; 1.8% of 410,000 active; AID 652104; note: potency is the fitted concentration of half-maximal effect; % of control where 0% means no effect; nearly all actives have a fitted effect of over 50% in size
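Yeast cells expressing TDP-43 under galactose induction are exposed to compounds for 24 hr at 30 deg C. BacTiter-Glo luminescence measures growth, so protective compounds score as activators.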
GLP-1R inv ag = acts as inverse agonist at human GLP-1 receptor. Potency, µM (titrated, usually from 38.3 µM), for inactives: at the top dose activity change, negative = inhibition, hits mostly inhibitors. HEK293 GLP-1R CRE-luciferase, luminescence, 24 h; GLP-1R form is constitutively active. P43220. AID 624417. 1.6% of 410,000 active; note: potency is the fitted concentration of half-maximal effect; % is set by controls: 0 for no effect and ±100 for the full control effect; nearly all actives have a fitted effect of over 55% in size
Target sequence (P43220 whole entry, looked up): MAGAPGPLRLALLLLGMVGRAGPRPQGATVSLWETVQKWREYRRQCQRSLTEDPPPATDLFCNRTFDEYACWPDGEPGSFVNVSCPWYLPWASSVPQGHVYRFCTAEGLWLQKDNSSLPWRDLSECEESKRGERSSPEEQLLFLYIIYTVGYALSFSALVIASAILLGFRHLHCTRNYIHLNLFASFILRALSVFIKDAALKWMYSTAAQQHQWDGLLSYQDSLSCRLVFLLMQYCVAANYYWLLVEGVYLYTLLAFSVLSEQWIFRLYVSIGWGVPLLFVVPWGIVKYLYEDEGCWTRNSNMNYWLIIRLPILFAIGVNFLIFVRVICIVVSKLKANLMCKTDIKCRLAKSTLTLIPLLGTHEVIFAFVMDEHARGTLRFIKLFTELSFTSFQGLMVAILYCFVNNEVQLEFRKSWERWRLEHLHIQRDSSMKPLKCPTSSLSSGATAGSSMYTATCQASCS
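Assay principle: reduced luminescence from a cAMP-responsive reporter in HEK293 cells co-expressing a constitutively active GLP-1R. Conditions: 24 hr compound incubation, 37 deg C, 5% CO2.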
MmCpn inh = inhibitors of Methanococcus maripaludis chaperonin (MmCpn); purified Mm-Cpn ATPase, ADP Transcreener TR-FRET; Potency, µM (top dose mostly 76.9 µM), for the others: at the highest dose activity, negative = inhibition, usual class: inhibitors; 0.031% of 330,000 active; AID 504842; note: potency is the fitted concentration of half-maximal effect; % is set by controls: 0 for no effect and ±100 for the full control effect; nearly all actives have a fitted effect of over 80% in size
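Reaction buffer contained 30 mM Tris pH 7.4, 100 mM KCl, 5 mM MgCl2 and 1 mM DTT. Mm-CPN (25 nM final) hydrolysed 10 uM ATP over 30 min at 37°C; ADP was read by HTRF.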
Akt phos inh = inhibitors of Akt phosphorylation | Neuro2A IGF-stimulated pAkt S473 HTRF, 20 min; active compounds read low | activity change, % for hits at 50 µM | 0.32% of 360,000 active; in the data active = activity change below about -80%; inconclusive = mostly about -51% to -80%; note: % is set by controls: 0 for no effect and ±100 for the full control effect
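Neuro2A cells in DMEM with 0.5% FBS, overnight at 37 deg C, given compound at single 50 µM final, then IGF (6 nM final) for 20 min at 37 deg C. Lysed; phospho-Akt Ser473 by HTRF after 24 h, 665/615 ratio.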
FUS yeast rescue = rescues growth of FUS-expressing yeast. S. cerevisiae FUS-expressing, growth rescue, OD600, 24 h. Potency, µM (top dose mostly 76.6 µM), for inactives: at the highest dose growth rescue (activation), hits mostly activators. 0.24% of 390,000 active;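 note: potency is the fitted concentration of half-maximal effect; plate controls were DMSO vehicle for no effect and reference control for full effect; nearly all actives have a fitted effect of over 55% in size; some results filed as inactive show a strong effect at the top dose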
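Read-out: OD at 600 nm after 24hr at 30C, reporting rescue of FUS-induced yeast toxicity. Cells at OD 0.005 in galactose (2%) minimal medium; compounds tested in a dilution series; CP55940 titration from 92uM final as control.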
Abeta yeast res = A-beta toxicity reversal in yeast; yeast expressing A-beta42, growth rescue, OD600, 48 h; response scale: 0% DMSO, 100% iron-clioquinol control; Potency, µM (doses to about 46.1 µM), inactives show at the highest dose growth rescue, actives largely listed as activators; 0.063% of 410,000 active; note: potency is the fitted concentration of half-maximal effect; nearly all actives have a fitted effect of over 55% in size
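Growth rescue measured by 600 nm absorbance after 48 h yeast culture at 30 C with compound. Values normalized between DMSO and an equimolar ferric chloride plus clioquinol control.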
An asterisk follows results filed as active; i = inactive; u = inconclusive; x = not tested or not shown; [ ] = remark or other dose. Unless noted, calls come from the whole dose curve; as a rule, active = well fitted curve in the direction sought with a large enough effect; inconclusive = small, poorly fitted or top-dose-only effect, or another doubt; inactive = no such curve, though single readings can be large; an effect the other way counts as inactive or inconclusive. Only part of the results is shown; the hit share may differ from the screen's.

SMILES | aSyn yeast inh | GLP1R cytotox | PTHR1 ag | TDP-43 yeast inh | GLP-1R inv ag | MmCpn inh | Akt phos inh | FUS yeast rescue | Abeta yeast res
CN(C)C(=O)c1cc(C(=O)c2ccc(Cl)cc2Cl)c[nH]1 | 13% | -2% | -40%[inhibitor] | -4% | u | 1% | i | 31% | 0%
CC1(NC(=O)NCc2ccco2)CCS(=O)(=O)C1 (stereo not given) | -5% | 5% | -23% | -1% | 7% | -2% | i | -13% | 0%
CCOC(=O)c1ccc(NC(=O)CSCC(=O)OCC(=O)c2ccccc2)cc1 | 16% | -4% | i | -17% | 27% | -9% | i | x | 12%
Cc1ccncc1C(N)=O | 16% | -1% | -10% | -11% | 29% | -1% | i | -11% | -1%
Cc1nn2c(=O)c(NC(=O)c3ccc(Cl)cc3)cnc2s1 | 2% | -1% | -48%[inhibitor] | x | 3% | 3% | i | 17% | -9%
Cc1noc(C)c1COc1ccccc1C(=O)NCCOc1ccccc1F | -3% | -12% | -8% | 15% | 10% | -1% | i | 22% | -18%
CCn1c(Cc2cccs2)nnc1SCC(=O)NC1CC1 | -5% | -2% | 24% | -18% | 21% | -1% | i | 22% | -2%
Cc1ccc(COCC(CC(C)C)N2CCN(C(=O)c3cccc(C(F)(F)F)c3)CCC2=O)cc1 (stereo not given) | 20% | u | -5% | 17% | u | 1% | i | u | 13%
CCCCCCCCn1c2c(c(=N)c3ccccc31)CCC2 | -26% | -6%[7.66 µM] | -43% | -17%[9.22 µM] | -26%[7.66 µM] | -4% | i | 6% | -56%[inhibitor]
O=C(c1ccc2c(c1)N(Cc1ccccc1F)C(=O)c1ccccc1S2(=O)=O)N1CCN(c2ccccn2)CC1 | x | -1% | -32%[inhibitor] | 14% | 7% | x | x | -4% | -1%
O=C1NC2(CCCCCCC2)C(=O)N1Cc1ccc(F)cc1 | 4% | 4% | i | 6% | u | 0% | i | 1% | u
CCOc1ccc(N(CC(=O)NCCSCc2ccco2)S(=O)(=O)c2ccc(F)cc2)cc1 | -7% | 11% | -1% | -3% | 11% | 4% | i | 20% | 1%
COc1ccc(OC)c(NC(=O)N2CCC3(CC2)Oc2ccccc2C(=O)N3Cc2ccccc2F)c1 | x | -11% | i | u | u | x | x | u | -12%
O=C(Nc1ccc2c(c1)OCCO2)C(c1ccncc1)n1c(=O)c(-c2ccco2)nc2ccccc21 (stereo not given) | -2% | -4% | i | 12% | 12% | x | i | 43% | 1%
COc1cc(NCCCNC(C)C)c2nccc(C)c2c1 | -5% | -7% | -1% | -11% | 7% | x | i | -19% | 6%
C/C(=N\NC(=O)c1cc(Cl)ccc1O)c1ccc(Br)s1 | 0% | -16% | -34% | 4% | 17% | -1% | i | x | 27%
C=C(C)Cn1c2ccc(NC(=O)NCCc3cccs3)cc2c(=O)n1C | 4% | 1% | i | 0% | -6% | x | i | 1% | -6%
CC(C)n1c(SCC(=O)Nc2ccccc2N2CCOCC2)nc2c1c(=O)n(C)c(=O)n2C | 1% | -4% | i | 7% | 66%[activator] | 0% | i | 5% | 3%
C=CCc1cc(C(=O)N2CCCCC2)ccc1O | 1% | -18% | -12%[57.5 µM] | 0% | u | 0% | i | 25% | 5%
COc1ccc(N(Cc2cc(=O)[nH]c3ccccc23)C(C)=O)cc1 | 1% | 7% | i | 6% | -12% | 1% | i | 18% | 3%

Whole records, looked up by structure. Values in the order: aSyn yeast inh, GLP1R cytotox, PTHR1 ag, TDP-43 yeast inh, GLP-1R inv ag, MmCpn inh, Akt phos inh, FUS yeast rescue, Abeta yeast res
Listed for `C=CCc1cc(C(=O)N2CCCCC2)ccc1O` : 1%, -18%, -12%[57.5 µM], 0%, u, 0%, i, 25%, 5%
Listed for `CCCCCCCCn1c2c(c(=N)c3ccccc31)CCC2` : -26%, -6%[7.66 µM], -43%, -17%[9.22 µM], -26%[7.66 µM], -4%, i, 6%, -56%[inhibitor]
Listed for `Cc1ccc(COCC(CC(C)C)N2CCN(C(=O)c3cccc(C(F)(F)F)c3)CCC2=O)cc1` (stereo not given) : 20%, u, -5%, 17%, u, 1%, i, u, 13%
Listed for `COc1cc(NCCCNC(C)C)c2nccc(C)c2c1` : -5%, -7%, -1%, -11%, 7%, x, i, -19%, 6%

The list continues.
SMILES | aSyn yeast inh | GLP1R cytotox | PTHR1 ag | TDP-43 yeast inh | GLP-1R inv ag | MmCpn inh | Akt phos inh | FUS yeast rescue | Abeta yeast res
Cc1ccc(C(C)C)c(OCC(=O)OCc2c(C)noc2C)c1 | 1% | -20% | i | 15% | -14% | -2% | i | 34% | 24%
Cc1ccc2c(c1)c1cccc3c1n2CCN3CCC(N)=O | 12% | -10% | -10%[57.5 µM] | 16% | -16% | -3% | i | 13% | 2%
C=CCNC(=O)c1ccccc1NC(=O)C1COc2ccccc2O1 (stereo not given) | 1% | 0% | -7% | 4%[0.397 µM] | -3% | -7% | i | 2% | 9%
Cc1ccc(-c2cc(C(=O)N(Cc3ccc(C(C)(C)C)cc3)Cc3ccco3)no2)cc1 | x | 1% | -13% | -11% | u | x | x | 21% | -17%
Cc1ccc(C(=O)N2CCN(S(=O)(=O)c3ccc(C)c([N+](=O)[O-])c3)C2)cc1 | 0% | -6% | -16% | 3% | 31% | 1% | i | 5% | 6%
Cc1ccc(Nc2nc(-c3c(C)n(C)n(-c4ccccc4)c3=O)c(C)s2)cc1 | 6% | 7% | -11% | -5% | u | -4% | i | 16% | -10%
O=C(COCc1cc(-c2cccs2)on1)NCc1ccccc1Cl | x | 4% | i | 13µM* | u | x | x | 28% | -8%
Cc1cccc(NC(=S)NCCc2ccc(S(N)(=O)=O)cc2)c1C | -7% | 13% | -50%[inhibitor] | -10% | 15% | 0% | i | 21% | -3%
COc1ccc(C(C)=O)cc1COC(=O)Cc1n[nH]c(=O)c2ccccc12 | -6% | 3% | 4%[57.5 µM] | -4% | 5% | -1% | i | 28% | 13%
CCOC(=O)Cc1csc(NC(=O)c2ccc(S(=O)(=O)N3CCCC3)cc2)n1 | 5% | 30%[activator] | -47%[inhibitor][57.5 µM] | -21% | 0% | 1% | i | 14% | 6%
COc1ccccc1N1CCN(C(=O)c2cc(S(=O)(=O)N3CCC(C)CC3)cn2C)CC1 | x | 3% | -3% | 1% | -8% | x | x | u | -11%
N#CCN(C(=O)COC(=O)CCCNC(=O)c1ccc(Cl)cc1)c1ccccc1 | -4% | 0% | -20% | 7% | 6% | 1% | i | x | -5%
CN(C)C1=NCCN1CCCC1CCCC1 | 0% | 7% | i | 15% | -15% | 1% | i | -17% | 1%
CNC(C)C#Cc1c(-c2cc(OC)c(OC)c(OC)c2)noc1C (stereo not given) | -1% | -12% | i | 27% | 11% | -1% | i | 21% | 6%
O=C(N/N=C/c1ccco1)c1ccc(C(=O)N/N=C/c2ccco2)o1 | -1% | 10% | -22% | -18% | 0% | -4% | i | x | -9%
Cc1cccc(NCc2ccccc2O)c1C | 4% | -3% | i | 3% | u | 1% | i | -9% | 31%
CCCn1c(SCC(=O)NC(C)(C)C)nnc1C(C)C | -2% | -9% | i | -2% | 2% | -4% | i | 15% | -11%
COc1ccccc1OCC(=O)Nc1ccc(O)cc1C(=O)O | 0% | 28% | i | 3% | 15% | -2% | i | -7% | 6%
O=C(C[C@H]1C[C@@H]2c3cc(NC(=O)Nc4ccccc4)ccc3O[C@@H]2[C@@H](CO)O1)NCC1CC1 | -5% | 3% | -17% | 15% | 1% | x | i | 13% | 0%
O=C(/C=C/c1ccc(S(=O)(=O)N2CCOCC2)cc1)N1CCCCC1 | 0% | 1% | -3% | -12% | 6% | 0% | i | 11% | -6%

2 compounds from above, showing only Akt phos inh.
structure | Akt phos inh
Cc1cccc(NC(=S)NCCc2ccc(S(N)(=O)=O)cc2)c1C | i
COc1ccc(C(C)=O)cc1COC(=O)Cc1n[nH]c(=O)c2ccccc12 | i

Additional structures:
SMILES | aSyn yeast inh | GLP1R cytotox | PTHR1 ag | TDP-43 yeast inh | GLP-1R inv ag | MmCpn inh | Akt phos inh | FUS yeast rescue | Abeta yeast res
O=C(NCc1n[nH]c(=S)n1-c1ccc([N+](=O)[O-])cc1)c1ccc(S(=O)(=O)N2CCOCC2)cc1 | 0% | 4% | i | 10% | -7% | 2% | i | -7% | -13%
O=C(CC(C(=O)O)c1ccc(Cl)cc1)c1ccc(Cl)c(Cl)c1 (stereo not given) | -45%[inhibitor] | 1% | -14% | -89%[inhibitor] | u | -3% | i | -5% | -24%
Cn1cc(C(c2ccccn2)c2cn(C)c3ccccc23)c2ccccc21 | u | -19% | i | -27% | u | -1% | i | u | -19%
COC(=O)c1ccc(C2c3c(oc4ccc(Cl)cc4c3=O)C(=O)N2CCN2CCOCC2)cc1 (stereo not given) | 0% | -5% | i | -19% | 6% | 1% | i | 17% | -4%
Cc1cc(N2C(=O)C(=O)/C(=C(/O)c3ccc(F)cc3)C2c2ccc(Cl)cc2)no1 (stereo not given) | 8% | -7% | -10%[57.5 µM] | 10% | -13% | -3% | i | 17% | -24%
COc1cc(CN2CCC(C(=O)N3CCC(C)CC3)CC2)cc(Br)c1O | -10% | -8% | -5% | -12% | 5% | 2% | i | 15% | -14%

Quoted from the listing:
Under aSyn yeast inh, `COc1cc(CN2CCC(C(=O)N3CCC(C)CC3)CC2)cc(Br)c1O` is listed with -10%
Under MmCpn inh, `O=C(CC(C(=O)O)c1ccc(Cl)cc1)c1ccc(Cl)c(Cl)c1` (stereo not given) is listed with -3%
Under FUS yeast rescue, `Cc1cc(N2C(=O)C(=O)/C(=C(/O)c3ccc(F)cc3)C2c2ccc(Cl)cc2)no1` (stereo not given) is listed with 17%
